Bim-Mcl-1 – inhibitors of Bim peptide binding to Mcl-1, primary screen, biochemical, bead-based flow cytometry, multiplex | Induced myeloid leukemia cell differentiation protein Mcl-1 (Homo sapiens), Q07820 | Bim peptide-Mcl-1 binding | inhibition, % at 10 µM | 190,000 compounds, 0.1% hits; in the data active = inhibition above about 40%;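 note: 0% = no compound tracer wells and 100% = peptide blocker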
Mcl1 Bid PPI – Mcl-1/Bid binding inhibitors, primary screen, biochemical, TR-FRET, 1536-well; TR-FRET Mcl-1/Bid-Dy647 peptide binding; inhibition, % at 21.7 µM; 220,000 compounds, 0.97% hits;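 active = compounds that cut the binding signal by more than half at the single screening dose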;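 note: His-tagged Mcl-1 with europium anti-His antibody binding Bid BH3 peptide; 0% = Mcl-1 plus peptide wells and 100% = peptide-only wells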
RGS7-Gao – RGS7-Galphao binding modulators, primary screen, biochemical, multiplexed bead flow cytometry | binding response (% of control), % at 10 µM | Guanine nucleotide-binding protein G(o) subunit alpha (Homo sapiens), P09471 | actives lie on both sides | 220,000 compounds, 0.35% hits; in the data active = binding response below about 49% or above about 150%; inconclusive = no clear call, values can overlap the other calls; inactive = in between;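 note: fluorescent Galphao held in activated GDP-AlF4 state binding bead-coupled RGS7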
Target sequence (P09471 whole entry, looked up): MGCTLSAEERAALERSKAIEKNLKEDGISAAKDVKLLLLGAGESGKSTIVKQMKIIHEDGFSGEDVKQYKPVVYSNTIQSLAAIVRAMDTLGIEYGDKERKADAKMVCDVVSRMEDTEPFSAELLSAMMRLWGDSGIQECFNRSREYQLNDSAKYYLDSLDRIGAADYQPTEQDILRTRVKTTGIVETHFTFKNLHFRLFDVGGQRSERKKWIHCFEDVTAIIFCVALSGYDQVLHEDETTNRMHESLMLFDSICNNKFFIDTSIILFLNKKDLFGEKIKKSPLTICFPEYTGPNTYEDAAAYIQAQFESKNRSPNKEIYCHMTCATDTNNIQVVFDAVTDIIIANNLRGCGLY
RGS8-Gao – RGS8-Galphao binding modulators, primary screen, biochemical, multiplexed bead flow cytometry. response (percent of control binding), % at 10 µM. 220,000 compounds, 0.34% hits. AID 1423, 2008. Guanine nucleotide-binding protein G(o) subunit alpha (Homo sapiens), P09471. actives lie on both sides; in the data active = response below about 60% or above about 140%; inactive = in between;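 note: Galphao activated as the GDP aluminium fluoride complex binding bead-coupled RGS8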
ABCG2 block – ABCG2 efflux pump inhibitors, primary screen, multiplex with ABCB1, IgMXP3 cells, flow cytometry; 190,000 compounds, 0.1% hits; JC-1 efflux; Broad substrate specificity ATP-binding cassette transporter ABCG2 (Homo sapiens), Q9UNQ0; inhibition, % at 6.6 µM;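 active = inhibition above 80%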;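 note: 0% = DMSO and 100% = nicardipine control wells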
Target sequence (Q9UNQ0 whole entry, looked up): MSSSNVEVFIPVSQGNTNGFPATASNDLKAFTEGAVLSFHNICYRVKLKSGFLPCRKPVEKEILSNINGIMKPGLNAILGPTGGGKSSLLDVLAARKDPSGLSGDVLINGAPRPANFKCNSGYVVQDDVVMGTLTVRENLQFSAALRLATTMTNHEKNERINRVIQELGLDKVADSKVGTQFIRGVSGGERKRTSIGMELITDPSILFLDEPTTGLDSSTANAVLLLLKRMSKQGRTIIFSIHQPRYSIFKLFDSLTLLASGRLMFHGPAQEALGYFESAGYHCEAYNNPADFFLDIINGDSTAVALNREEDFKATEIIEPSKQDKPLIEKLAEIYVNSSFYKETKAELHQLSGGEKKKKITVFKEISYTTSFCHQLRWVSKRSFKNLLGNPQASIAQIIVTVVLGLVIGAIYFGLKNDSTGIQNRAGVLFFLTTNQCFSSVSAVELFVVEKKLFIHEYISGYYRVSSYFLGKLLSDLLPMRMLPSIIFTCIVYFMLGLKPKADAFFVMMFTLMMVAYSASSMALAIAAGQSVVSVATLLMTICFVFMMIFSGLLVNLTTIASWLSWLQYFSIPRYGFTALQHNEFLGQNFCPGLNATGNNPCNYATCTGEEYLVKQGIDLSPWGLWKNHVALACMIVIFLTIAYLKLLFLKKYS
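Read-out basis: Efflux inhibition in percent versus controls | Test system: ABCG2 IgMXP3 and barcoded ABCB1 CCRF-Adr cell mix | Quantity: 3 million cells/mL in well | Schedule: 10 min at 25 °C | Control set: Nicardipine as high control, DMSO as low control | Reagent: JC-1 as fluorescent efflux pump substrate | Signal: Flow cytometry of retained JC-1 fluorescence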
Avidin bead fluor – green autofluorescence of compounds with avidin beads – biophysical, 488/530 nm, flow cytometry, artefact control, profiling panel. compound fluorescence 488/530 nm; stronger effect = higher value. fluorescence (KMESF) at 10 µM. 220,000 compounds, 0.38% hits. AID 1775, 2009; in the data active = fluorescence above about 47; note: inactives centre near 10
ABCB1 inh – ABCB1 efflux pump inhibitors, primary screen, cell-based, multiplex, flow cytometry, ABCG2 counter-screen; ATP-dependent translocase ABCB1 (Homo sapiens), P08183; CCRF-Adr cells, JC-1 efflux; inhibition, % at 6.6 µM; 190,000 compounds, 0.067% hits; AID 1326, 2008; in the data active = inhibition above about 40%;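 note: 0% = vehicle and 100% = reference inhibitor; higher value means more JC-1 retained so stronger ABCB1 efflux block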
GSH fluor – compound fluorescence on glutathione beads, profiling panel, artefact control, biophysical, 488/530 nm, flow cytometry; fluorescence (KMESF) at 10 µM; AID 1776, 2009; 190,000 compounds, 0.25% hits; GSH beads flow cytometry, compound fluorescence 488/530 nm; stronger effect = higher value; in the data active = fluorescence above about 89;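 note: glutathione beads carrying GST-tagged Bcl family fusion proteins plus one bare bead set; values are compound well signal with DMSO vehicle wells as background; inactives centre near 16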
RGS4-Gao reg – modulators of RGS4 binding to Galphao, primary screen, biochemical, multiplexed bead flow cytometry. Guanine nucleotide-binding protein G(o) subunit alpha (Homo sapiens), P09471. actives lie on both sides. binding response (% of control), % at 10 µM. 220,000 compounds, 0.33% hits; in the data active = binding response below about 49% or above about 150%; inactive = in between;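 note: fluorescent Galphao activated with aluminum fluoride binding bead-coupled RGS4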
Pf gamet viab – late stage P. falciparum gametocyte viability inhibitors, primary screen, ATP luminescence, HTS. 150,000 compounds, 0.065% hits. P. falciparum stage V gametocytes, 24 h. AID 743093, 2013. inhibition, % at 10.9 µM;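 active = inhibition above the mean plus 3 SD of compounds within the control limits, set per campaign, cut at about 38% in these data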;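 note: 0% = DMSO wells and 100% = medium only without gametocytes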
Mcl1 Noxa PPI – Mcl-1/Noxa binding inhibitors, primary screen, biochemical, TR-FRET, 1536-well; inhibition, % at 21.7 µM; TR-FRET Mcl-1/Noxa peptide binding, 2 h; 220,000 compounds, 1.5% hits; AID 1022, 2008;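 active = compounds that cut the protein-peptide binding signal by more than 50% relative to plate controls in a single-dose test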;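 note: His-tagged Mcl-1 with rhodamine Noxa BH3 peptide and terbium anti-His antibody; 0% = Mcl-1 plus Noxa peptide wells and 100% = peptide-only wells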
An asterisk follows results filed as active; ? = inconclusive; / = not tested or not shown.

SMILES	Bim-Mcl-1	Mcl1 Bid PPI	RGS7-Gao	RGS8-Gao	ABCG2 block	Avidin bead fluor	ABCB1 inh	GSH fluor	RGS4-Gao reg	Pf gamet viab	Mcl1 Noxa PPI
O=C(c1ccc(Sc2ccc(F)cc2)c([N+](=O)[O-])c1)N1CCOCC1	-3	-16	105	101	2	19	0.6	11	98	1	3
COc1ccc(COC(=O)NC2CCN(S(=O)(=O)c3ccc(OC)cc3)CC2)cc1	-1	-3	99	99	2	34	0.7	13	101	/	12
COc1cccc(OC)c1C(=O)NC(=S)Nc1cc(-c2nc3ccccc3[nH]2)ccc1Cl	4	-11	104	96	1	9	0.2	12	96	-2	10
CC(C(=O)NC(=O)NCc1ccccc1)N1C(=O)c2ccccc2C1=O (centres undefined)	-3	1	/	/	0	/	0.0	38	140	-52	-1
Cc1ccc(C(=O)CN2C(=O)c3ccccc3S2(=O)=O)cc1	/	2	?	94	/	3	/	/	87	-32	-4
Cc1ccsc1C(=O)NNC(=O)C1C2C=CC(C2)C1C(=O)O (centres undefined)	0	-22	100	102	1	4	0.5	9	98	-33	3
O=C(Cn1nnc2ccccc21)Nc1ccc([N+](=O)[O-])cc1	/	-42	?	93	/	7	/	/	91	11	1
CC(=O)c1ccccc1NCC(=O)Nc1ccc(C)cc1	3	3	95	98	-1	11	-1.0	9	98	-11	12
CCOC(=O)C(C(=O)NCc1ccc(C)cc1)c1ncc(C(F)(F)F)cc1Cl (centres undefined)	-1	-9	108	103	1	8	0.4	19	106	/	-4
COCc1[nH]nc2c1C(c1ccc(F)cc1F)C(C#N)=C(N)O2 (centres undefined)	-1	-31	97	96	2	19	0.2	12	98	/	1
O=C(NCc1cccs1)c1cccc(S(=O)(=O)N2CCCCC2)c1	0	-4	100	102	3	14	0.9	34	100	/	7
COc1cc2oc3ccccc3c2cc1N(CC(=O)N1CCCCC1)S(=O)(=O)c1ccc(C)cc1	-1	6	105	102	19	13	2.8	36	104	14	2
CC(=NC1CCN(Cc2ccccc2)CC1)c1c(O)[nH]c(=O)[nH]c1=O	5	-28	102	101	4	12	1.1	55	101	/	-2
Cc1ccc2cccc(S(=O)(=O)Nc3c(C)n(C)n(-c4ccccc4)c3=O)c2n1	0	-62	103	101	1	10	0.1	43	102	/	-15
Cc1ccc(C)c(OCCn2cc(/C=C(\C#N)C(=O)NCc3cccs3)c3ccccc32)c1	0	-7	104	107	4	10	0.4	62	107	3	8
CCCCN1CCNC1=S	/	-30	?	99	/	7	/	/	100	/	10
CC(C)N1CCN(CC#Cc2ccccc2)CC1CCO (centres undefined)	-1	-32	102	102	2	10	0.3	13	100	9	-1
CCO[C@@H]1OC(C(=O)NCc2nc3ccccc3[nH]2)=C[C@H](c2csc3ccccc23)[C@H]1CCCO	-2	7	103	96	6	4	1.5	20	95	-29	4
COc1ccc2oc(C(=O)OCc3c(C)noc3C)c(C)c2c1	1	-12	99	102	7	8	0.1	13	101	-10	6
CNC(=O)NNC(=O)c1csc(-c2ccc(C(F)(F)F)cc2Cl)n1	/	-35	?	94	/	5	/	/	94	-8	3
COc1ccc(Nc2nc(N)c([N+](=O)[O-])c(NCCO)n2)cc1	/	-3	?	103	/	8	/	/	102	4	-17
Nc1nnc(SCc2ccccc2F)n1-c1ccccc1	0	-17	101	102	1	32	0.4	14	100	/	4
O=C(Nc1cccc(-c2cn3c(n2)SCC3)c1)c1ccc2ccccc2n1	-2	-27	99	95	0	9	-0.3	13	89	9	18
N#CC1=C(N)N(c2ncn[nH]2)C2=C(C(=O)CCC2)C1c1ccc(F)cc1 (centres undefined)	-1	-49	102	90	-1	1	0.1	6	100	-7	12
Cc1cc(O)c2c(c1)C(O)(C1OC(CO)C(O)C(O)C1O)c1cccc(O)c1C2=O (centres undefined)	-4	-9	100	100	-1	10	1.1	18	100	/	9
Cc1cc(NC(=O)CCC(=O)N(Cc2cccs2)C(C(=O)NC2CCCC2)c2ccccc2)no1 (centres undefined)	0	0	99	103	-2	5	1.8	23	96	20	12
Cc1cc(N2CCN(C(=O)c3ccco3)CC2)n2nc(-c3cccc(F)c3)cc2n1	1	-10	101	103	5	8	1.2	4	106	-1	5
CCOC(=O)c1cccnc1NC(=O)c1ccncc1	-3	-6	102	95	-1	2	0.1	8	101	15	5
CCCCSc1nc(N)c(C#N)c(-c2cccs2)c1C#N	0	/	98	96	16	5	-0.1	33	97	/	/
Cc1ccc(C(=O)CSc2nnc(-c3ccco3)n2CC2CCCO2)cc1 (centres undefined)	3	-9	111	96	-5	14	-5.3	28	108	7	-11
O=C(Cc1cccc2ccccc12)OCn1nnc2ccccc2c1=O	-3	-6	98	99	0	5	0.0	23	96	/	5
CNc1nnc(CSc2nc(C)cc(C)n2)s1	-1	-10	98	97	3	13	33	32	96	11	-15
Cc1ccc2c(SCC(=O)NCc3ccco3)nc(-c3ccc(F)cc3)nc2c1	-2	-22	105	104	2	12	0.3	10	99	/	-11
COC(=O)c1c(NC(=O)CN2CCN(C(=O)c3ccco3)CC2)c2cc(C)ccc2n1C	0	-25	100	97	1	31	1.1	16	99	/	10
S=C(Nc1ccccc1)N(CCN1CCOCC1)Cc1cccc(Cl)c1	1	-36	96	103	19	9	2.9	10	103	-26	-9
CN(C)S(=O)(=O)c1ccc(Cl)c(NC(=O)CN2CCNC(=O)C2)c1	-1	-14	92	96	0	19	-0.1	9	93	7	-2
Cc1cc(Cl)ccc1NNC(=O)c1cccs1	/	-10	?	93	/	4	/	/	80	-8	2
CN(c1ccccc1C(=O)Nc1ccc(S(=O)(=O)N2CCCC2)cc1)S(C)(=O)=O	0	-9	103	99	4	15	-0.5	25	103	/	-15
O=S(=O)(Nc1ccc(Cc2ccncc2)cc1)c1cccs1	-2	13	105	101	10	7	2.3	23	104	9	3
CC12COC3(C(=O)Nc4ccccc4)CC1CCC32C (centres undefined)	1	-23	95	100	-2	11	-0.6	11	93	/	-5
Cc1ccc(-c2nnc(-c3ccc4c(c3)OCO4)o2)cc1	7	-6	?	101	2	8	0.1	12	100	-4	5
COc1ccc(-n2nnc3c(=O)n(Cc4cc(C)ccc4C)cnc32)cc1	-1	-14	102	102	49	18	1.6	33	101	-24	19
COc1cccc(-c2cc(=O)c3cc(NC(C)=O)ccc3[nH]2)c1	-2	5	98	99	0	10	0.3	16	97	-29	21
Cn1nnnc1SCCNCc1cc(Cl)ccc1OCc1ccccc1	-7	-6	94	79	7	0	12	10	91	13	17
COc1ccc2cc(C#N)c(Nc3cccc(F)c3)nc2c1	0	-16	?	101	8	14	0.7	12	101	/	17
O=C(Nc1ccc(F)cc1F)c1ccco1	-3	-33	95	100	3	14	0.1	27	94	/	-5
COC(=O)c1c(NC(=O)COC(=O)CNC(=O)C2CCCCC2)sc(C)c1C	-1	-29	99	102	1	4	0.3	11	105	12	6
N/C(COc1ccccc1)=N\NS(=O)(=O)c1ccccc1	0	-38	97	98	2	9	0.1	52	94	/	-3
Cc1ccnc2nc(C(=O)OCCOc3ccc(Cl)cc3)nn12	3	-8	102	104	1	26	0.3	23	103	11	2
CCOC(=O)N1CCC(NC(=O)c2ccc3c(c2)sc2nc(-c4cccc(OC)c4)cn23)CC1	-14	-87	98	99	16	35	11	21	101	/	-2
COc1ccc(NS(=O)(=O)c2cccc(C(=O)N/N=C/c3cccs3)c2)cc1	0	-9	104	101	0	10	-0.1	4	102	16	28
CCOC(=O)C1=C(C)N(CCCC(=O)O)C(=O)NC1c1ccc(OC)cc1 (centres undefined)	-2	14	98	105	-2	8	-0.1	17	98	-3	8
O=C(O)C1CCC(=O)N1Cc1ccc(F)cc1 (centres undefined)	-4	9	99	102	-1	12	-0.1	32	99	-9	/
Cn1c(SCc2ccccc2F)nnc1-c1cnccn1	0	-1	104	100	3	42	0.9	24	101	/	-12
COc1cc2c(cc1NC(=O)CC1SC(N3CCCC3)=NC1=O)oc1ccccc12 (centres undefined)	-4	3	102	103	4	11	1.2	37	103	10	22
O=C(/C=C/c1ccc(OC2CSC2)cc1)c1ccc(Cl)cc1	-4	2	91	79	3	7	-0.9	4	91	/	8
CCOC(=O)c1c(C)nc(-c2ccccc2)nc1NC(=O)CC	-5	-7	106	109	5	14	0.6	11	107	9	3
CCOc1cc(/C=N/NC(=O)c2cccnc2)cc(Br)c1OCC(N)=O	0	-25	106	97	5	11	0.0	10	97	9	-2
C=CCNC(=S)NNC(=O)c1cccc(Br)c1	-10	-34	96	98	-1	12	-0.3	17	96	-18	5
COc1ccc(S(=O)(=O)Nc2cc3c4c(oc3c3ccccc23)CC(C)(C)CC4=O)cc1	0	-16	108	104	6	/	3.6	8	102	9	9

Sorted by the number under Mcl1 Noxa PPI (high to low): 3 from the list above.
SMILES,Mcl1 Noxa PPI
COc1ccc(NS(=O)(=O)c2cccc(C(=O)N/N=C/c3cccs3)c2)cc1,28
COc1cc2c(cc1NC(=O)CC1SC(N3CCCC3)=NC1=O)oc1ccccc12 (centres undefined),22
CCOc1cc(/C=N/NC(=O)c2cccnc2)cc(Br)c1OCC(N)=O,-2

Other compounds
SMILES	Bim-Mcl-1	Mcl1 Bid PPI	RGS7-Gao	RGS8-Gao	ABCG2 block	Avidin bead fluor	ABCB1 inh	GSH fluor	RGS4-Gao reg	Pf gamet viab	Mcl1 Noxa PPI
O=C1COc2ccccc2CN1	-5	-31	97	95	0	5	-0.1	21	98	0	16
COc1ccc(C(C(=O)OCCN(C)C)c2ccccc2)cc1 (centres undefined)	0	-24	91	97	1	18	0.3	11	95	/	13
COc1cc(/C=c2\sc3n(c2=O)CCCN=3)ccc1O	0	-17	102	99	42	17	2.9	17	101	/	8
CC1=C(C(=O)NCc2ccc(Cl)cc2)C2(CCC(C)CC2)OC1=O (centres undefined)	/	-42	?	92	/	/	/	/	91	9	11
Cc1ccc(O)c(C=Nc2ccc3[nH]ncc3c2)c1	0	-89	104	103	-3	4	-0.4	5	102	/	50
Cc1ccc(C2=C/C(=C\c3cccnc3)C(=O)O2)cc1	-3	-3	99	102	2	14	0.5	9	97	13	24
